IMPase inh – qHTS Assay for Identifying the Cell-Membrane Permeable IMPase Inhibitors. 120,000 tested, under 10 active. Inositol monophosphatase 1 (Rattus norvegicus), P97697. AID 901, 2007. CHO-M1 cells, IP1 accumulation, HTRF TR-FRET ratio. inhibition (IP1 accumulation), % at 46.1 µM; active = well fitted curve in the direction sought with a large enough effect in the signal ratio, not every such curve was filed as active; inconclusive = small, poorly fitted or top-dose-only effect, or a change in a side signal; inactive = no such curve, though single readings can be large or run the other way; the % refers to the signal ratio;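 also: cells stimulated with carbachol in lithium chloride buffer; plate controls were DMSO basal wells for no effect and reference inhibitor wells for full effect; higher means more IMPase inhibition seen as more IP1 and lower FRET ratio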
Target sequence (P97697 whole entry, looked up): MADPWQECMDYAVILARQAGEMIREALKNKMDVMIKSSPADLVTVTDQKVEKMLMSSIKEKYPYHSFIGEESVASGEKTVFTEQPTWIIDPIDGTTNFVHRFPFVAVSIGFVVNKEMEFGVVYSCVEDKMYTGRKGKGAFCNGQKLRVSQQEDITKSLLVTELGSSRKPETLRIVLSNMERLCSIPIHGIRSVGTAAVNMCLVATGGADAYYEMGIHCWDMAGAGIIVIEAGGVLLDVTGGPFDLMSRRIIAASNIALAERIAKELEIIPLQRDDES
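Measured: the HTRF emission ratio (665/620 nm) plus the 620 nm donor channel, each fitted to the Hill equation to give AC50. Cells were CHO-M1 given compounds up to 46 uM and a 30 min carbachol stimulation at 37C.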
ALOX12 inhib – qHTS Assay for Inhibitors of 12-hLO (12-human lipoxygenase). AID 1452, 2008. Polyunsaturated fatty acid lipoxygenase ALOX12 (Homo sapiens), P18054. purified 12-hLO, xylenol orange hydroperoxide absorbance. 0.12% of 150,000 active. Potency, µM (titrated, usually from 57.1 µM), for inactives: at the top dose activity change, negative = inhibition, usual class: inhibitors; also: potency is read from the fitted curve at half-maximal effect; nearly all actives have a fitted effect of over 55% in size; many of its hits are not listed in these tables
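Purified human 12hLO (150 nM), preincubated 15 min with compound, then 40 uM arachidonic acid for 30 min, room temperature, Hepes pH 7.0 with 0.01% Triton X-100. Hydroperoxide detected by ferrous iron/xylenol orange; 573/405 nm absorbance ratio gives reaction progress.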
15-hLO-2 inh – qHTS Assay for Inhibitors of 15-hLO-2 (15-human lipoxygenase 2) | AID 881, 2007 | Potency, µM (series often up to 57.1 µM), for inactives: at the top dose activity change, negative = inhibition, usual class: inhibitors | purified 15hLO-2, xylenol orange hydroperoxide absorbance | 0.56% of 110,000 active; also: potency is read from the fitted curve at half-maximal effect; nearly all actives have a fitted effect of over 60% in size; many of its hits are not listed in these tables
Target sequence (O15296 whole entry, looked up): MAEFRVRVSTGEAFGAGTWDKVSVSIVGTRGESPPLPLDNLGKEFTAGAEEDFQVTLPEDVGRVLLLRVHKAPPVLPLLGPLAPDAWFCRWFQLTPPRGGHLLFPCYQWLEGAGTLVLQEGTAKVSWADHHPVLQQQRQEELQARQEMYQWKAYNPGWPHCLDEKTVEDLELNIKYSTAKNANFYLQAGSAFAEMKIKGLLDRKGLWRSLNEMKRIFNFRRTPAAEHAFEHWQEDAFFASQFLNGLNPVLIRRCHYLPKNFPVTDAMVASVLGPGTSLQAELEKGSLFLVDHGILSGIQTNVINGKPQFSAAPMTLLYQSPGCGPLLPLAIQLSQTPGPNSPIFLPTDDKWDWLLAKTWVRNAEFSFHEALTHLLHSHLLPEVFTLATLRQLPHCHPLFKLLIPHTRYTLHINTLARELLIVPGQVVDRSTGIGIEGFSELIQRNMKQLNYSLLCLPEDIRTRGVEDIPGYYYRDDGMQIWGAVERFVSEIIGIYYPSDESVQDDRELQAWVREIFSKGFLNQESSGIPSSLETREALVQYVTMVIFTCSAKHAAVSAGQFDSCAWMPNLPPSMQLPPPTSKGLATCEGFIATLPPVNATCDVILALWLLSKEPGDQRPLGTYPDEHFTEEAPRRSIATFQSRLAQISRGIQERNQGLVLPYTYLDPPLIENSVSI
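Screening format was qHTS against 50 nM purified 15hLO-2 in Hepes pH 7.5 with detergent. Activity follows hydroperoxide formation from 45 uM arachidonic acid, measured as 573:405 nm absorbance ratio of the ferric-xylenol orange complex.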
PNC assembly inh – High Content Assay for Compounds that inhibit the Assembly of the Perinucleolar Compartment | PC3M PTB-GFP, PNC prevalence imaging, 16 h; stronger effect = lower value | activity change (PNC), negative = inhibition, % at 10 µM | 3.1% of 140,000 active | AID 2417, 2010;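 active = readout at or below -70, meaning at least 70% loss of cells showing the perinucleolar compartment, a nuclear body marking cancer cells; inconclusive = readout between -30 and a set limit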;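 also: plate controls were DMSO wells for no effect and camptothecin positive control wells for full effect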
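Read-out is percentage of cells bearing a perinucleolar compartment, from automated 20x imaging of fixed, Hoechst-stained PC3M PTB-GFP cells. Cells were seeded 4 h, then exposed 16 h to compound (23 nl of library stock) in duplicate plates.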
* = called active by the depositor; u = inconclusive; x = no result given; [ ] = dose if it differs, or a comment. Unless noted, calls follow the shape of the dose curve; as a rule, active = well fitted curve in the direction sought with a large enough effect; inconclusive = small, poorly fitted or top-dose-only effect, or another doubt; inactive = no such curve, though single readings can be large; an effect the other way counts as inactive or inconclusive. Unless noted, % is scaled to controls: 0 for no effect and ±100 for the full control effect. The list is partial. The share of hits here may be higher or lower than overall.

Sample of the layout (four entries):
Structure	IMPase inh	ALOX12 inhib	15-hLO-2 inh	PNC assembly inh
c1cc(-c2nnc3n2CCC3)[nH]n1	10	-1%	4%	26
Cc1ccc(S(=O)(=O)N2CCCCC2)cc1C(=O)c1nccn1C	13	3%	1%	0
CCCC1(C(=O)OC)NC(c2ccco2)C2C(=O)N(c3ccc(C)cc3)C(=O)C21 (centres undefined)	0	-5%	-6%	u
COc1ccccc1-n1c(C)cc(C=O)c1C	2	3%	-4%	2

Results, from the first entry:
Structure	IMPase inh	ALOX12 inhib	15-hLO-2 inh	PNC assembly inh
c1cc(-c2nnc3n2CCC3)[nH]n1	10	-1%	4%	26
Cc1ccc(S(=O)(=O)N2CCCCC2)cc1C(=O)c1nccn1C	13	3%	1%	0
CCCC1(C(=O)OC)NC(c2ccco2)C2C(=O)N(c3ccc(C)cc3)C(=O)C21 (centres undefined)	0	-5%	-6%	u
COc1ccccc1-n1c(C)cc(C=O)c1C	2	3%	-4%	2
CCOC(=O)c1ccc(N(C(=O)c2cnccn2)C(C(=O)NC2CCCCC2)c2cn(C)nc2C)cc1 (centres undefined)	2	2%	x	0
CCNc1nc(NCC)n2c(SC(C(=O)Nc3cc(Cl)cc(Cl)c3)c3ccccc3)nnc2n1 (centres undefined)	x	-4%	x	-1
Brc1ccc(-c2nc(-c3cccnc3)no2)o1	-8	6%	-3%	21
Cc1nc2c(ccc3nc(NC(=O)c4ccc5c(c4)OCCO5)sc32)s1	8	-7%	-10%	-30
Cc1cc[n+](-c2[nH]c(=O)sc2/C=N/NC([S-])=Nc2ccccc2)cc1C	8	-9%	x	u
CC1=C(C)CC(C(=O)NNC(=O)c2csc(C)c2C)C(C(=O)O)C1 (centres undefined)	x	2%	x	u
COc1ccc(NC(C)C(=O)N/N=C/c2ccccc2OCc2cccc(Br)c2)cc1 (centres undefined)	x	0%	x	u
COc1ccc(N=[N+]([O-])c2ccc(OC)cc2)cc1	x	5%	-2%	x
c1ccc(-c2noc(-c3ccncc3)n2)nc1	-1	-2%	3%	5
COc1ccc2c(-c3ccccc3)cc(SCC(=O)N(C)C3CCS(=O)(=O)C3)nc2c1 (centres undefined)	x	-5%	x	46
COc1ccc(S(=O)(=O)N(CC(=O)NC(C)C)Cc2ccccc2)cc1	-6	-5%	0%	34
Cc1ccc2[nH]c3c(c2c1)CN(C(=O)CN1CCCc2ccccc21)CC3	13	-13%	-2%	42
CC1CCCCN1Cc1ccc(-c2nnn(CC(=O)NC3CCCCC3)n2)cc1 (centres undefined)	8	6%	x	45
CCc1ccccc1N(CC(=O)O)S(C)(=O)=O	5	1%	0%	u
CC1CCCCN1CCCNC(=O)C1CCN(c2nc3ccccc3o2)CC1 (centres undefined)	14	-3%	2%	-5
O=C(Nc1ccccc1Cl)c1cccc(NS(=O)(=O)c2ccccc2)c1	-7	0%	-5%	-2

Next part:
Structure	IMPase inh	ALOX12 inhib	15-hLO-2 inh	PNC assembly inh
O=C(CSc1nc2ccccc2c(=O)n1Cc1ccco1)NCc1ccco1	-11	2%	x	84
CC(=O)OC1C[C@]2(C)[C@@H](CC(O)C3[C@]4(C)CCC(O)C(C)[C@@H]4CC[C@]32C)/C1=C(/CCC=C(C)C)C(=O)O (some centres undefined)	x	2%	-12%	x
COc1ccc2[nH]c(=O)c(CN(CC3CCCO3)C(=O)Nc3ccccc3)cc2c1 (centres undefined)	8	-10%	7%	48
COc1cccc(C(c2sc3ncnn3c2O)N2CC(C)OC(C)C2)c1 (centres undefined)	1	3%	-1%	7
COc1ncnc2c1sc1nc(-c3ccccc3)c3c(c12)CCCC3	1	0%	x	-7
CCn1c(=O)c2c3c(sc2n(C)c1=O)CCC3	-2	-10%	-2%	18
Cc1ccc(O)c(CCc2ccccc2)n1	9	-4%	x	u
COc1ccc(N2C(=O)CC(N3CCN(c4ccccc4F)CC3)C2=O)cc1 (centres undefined)	-2	-3%	-2%	-97*
COc1ccc(CCN2CN(S(=O)(=O)c3ccc(OC)cc3)c3nc4ccccc4nc32)cc1	x	-5%	x	16
COc1ccc(/C=C2\CCCC3C2=NN(C(=O)COC(=O)CNC(=O)c2ccccc2)C3c2ccc(OC)cc2)cc1 (centres undefined)	6	-2%	-3%	15
COC(=O)C1=C(C)N(Cc2ccc(C)cc2)C(=O)C1	0	0%	-1%	21
CCOC(=O)c1ccc(NC(=O)c2ccc(C)c(S(=O)(=O)N3CCOCC3)c2)cc1	15	-1%	3%	-28
C=CCc1cc(OC)ccc1OCCOCCC(C(=O)OCC)C(=O)OCC	x	0%	x	8
Cn1c(=O)c2c(nc(OCc3cccnc3)n2Cc2c(F)cccc2Cl)n(C)c1=O	-1	3%	6%[2.29 µM]	30
CCOC(=O)c1sc(NCC2CCCO2)nc1C (centres undefined)	4	-3%	1%	-8
CCOc1cc(-c2c(C#N)c(N)nc3c2CCCC3)ccc1O	2	-6%	4%	-114*
O=C(NCc1ccc2c(c1)OCO2)c1ccc2c(c1)N(Cc1c(F)cccc1Cl)C(=O)CS2	x	-2%	x	-16
Cc1ccc(S(=O)(=O)/C(=C/Cl)NC(=O)c2ccccc2)cc1	x	-2%	x	10
CC(C)(C)C(=O)Nc1nnc(SCC(=O)NCc2ccco2)s1	3	-3%	x	-12
CC(=O)Cc1ccccc1OCC(=O)O	2	1%	17%	u

Remaining list, next part.
Structure	IMPase inh	ALOX12 inhib	15-hLO-2 inh	PNC assembly inh
CC(C)(C)c1cc(C(F)(F)F)c(C#N)c(=O)[nH]1	-13	-2%	-4%	43
COc1cc(C(=O)Nc2nccs2)cc(OC)c1OC	9	3%	2%	57
Cc1ccccc1Cn1cc(/C=N/n2cnnc2)c2ccccc21	12	-4%	34%[activator]	57
COc1ccc(-n2c(=S)[nH]c3sc4c(c3c2=O)CCc2ccccc2-4)cc1	x	2%	x	u
COc1cccc(C(=O)Nc2nnc(-c3cccs3)s2)c1	-10	-5%	-9%	24
COc1ccccc1N1CCN(C(=O)CSc2nc(N)cc(=O)[nH]2)CC1	-11	2%	0%	-1
CCC(NC(=O)NCCCn1ccnc1)(C(F)(F)F)C(F)(F)F	1	7%	13%	-22
CCC(=O)c1ccc(OCC(O)CN2CCN(c3cccc(C(F)(F)F)c3)CC2)cc1 (centres undefined)	-4[1.84 µM]	2%	18%[11.4 µM]	-18
CC(NC(=S)N1CCOCC1)c1ccccc1 (centres undefined)	x	-1%	x	-121*
CNc1c(N=Cc2cccnc2)c(=O)n(C)c(=O)n1C	x	0%	x	22
Nc1c(C(=O)NC2CC2)sc2nc3c(c(-c4ccco4)c12)CC/C3=C/c1ccco1	x	-22%	x	4
CCC1=C2CC[C@H]3C(=O)N(c4ccccc4)C(=O)[C@H]3[C@H]2[C@@]2(C)C(=NCC(=O)OC)OC(=O)N2C1=O	x	2%	-3%	x
CCOc1c2ccc(C(=O)NCc3ccc(OC(F)(F)F)cc3)cc2nn1CC	5	-3%	1%	6
Cc1ccc(NC(=O)CCc2ccc(S(=O)(=O)N3CCOCC3)cc2)c(C)c1	2	8%	-3%	49
O=C(CSc1ncnc2c1cnn2CCc1ccccc1)Nc1ccc(F)cc1	11	5%	-1%	31
COC(=O)c1ccc(C(=S)N2CCOCC2)cc1	0	1%	-10%	10
COc1ccccc1CNC(=O)c1nn(-c2ccc(C)cc2)c(=O)c2c1c1ccccc1n2C	9	-4%	22%	-3
Cc1cc(Oc2ccc3ccccc3c2)nc(SCC(=O)c2ccccc2)n1	x	-2%	x	-25
OC1(c2ccc(Br)cc2)CCNCC1	-7	-5%	3%	15
CN(C)CCNC(=O)c1ccccc1-c1ccccc1	8	2%	5%	-29

Following part:
Structure	IMPase inh	ALOX12 inhib	15-hLO-2 inh	PNC assembly inh
CC1Cc2nc(SCC(=O)Nc3nccs3)n(C)c(=O)c2S1 (centres undefined)	0	1%	x	-21
Cc1cccc(/N=C/c2c(O)cc(C)oc2=O)n1	-10	-17%	10%	26
O=C(CN1CCN(c2ccc(Cl)cc2)CC1)c1ccc2c(c1)OCO2	5	-19%	-7%	57
COC(=O)C1(C)NC(c2cccs2)C2C(=O)N(c3ccccc3F)C(=O)C21 (centres undefined)	7	4%	x	u
CCC1CCCCN1Cc1ccc(OC)c(C)c1 (centres undefined)	7	1%	-13%	34
COc1cccc(CN(C)CC(=O)NNC(=O)c2ccc(Cl)cc2)c1	x	-6%	x	77
COCC(=O)N1CCC[C@@]2(CCN(Cc3cc(C(F)(F)F)cc(C(F)(F)F)c3)C2)C1	x	0%	6%	x
COc1c2c(nc3occc13)C(CC=C(C)C)(OC)C(OC(C)=O)CC2 (centres undefined)	7	1%	x	-14
COc1cc(/C=C/C(=O)OCC(=O)Nc2ccc3c(c2)OCCO3)ccc1O	-3	1%	x	-8
CCc1nnc(NC(=O)CSc2nnc(CNc3ccc(OC)cc3)n2C)s1	x	0%	x	7
COc1ccc(-n2c(Cc3cccn3C)nnc2SCC(=O)Nc2ccc(F)cc2)cc1	-1	4%	x	14
CCSc1nnc(NC(=O)CSc2c(Cl)cccc2Cl)s1	0	-8%	-26%	-2
CC1CC(C)CN(C(=S)Nc2ccc3nc4n(c(=O)c3c2)CCCCC4)C1 (centres undefined)	x	-1%	x	-15
Cc1ccc(-c2cc(C(F)(F)F)nn2-c2ccc(S(N)(=O)=O)cc2)cc1	x	-8%	8%	x
CC(=O)c1ccsc1-c1c(C)cc2oc(=O)cc(-c3ccccc3)c2c1C	x	-3%[0.00818 µM]	-19%[0.0915 µM]	x
O=C1CCCC(=O)C1=C1SCCCS1	x	-5%	x	-23
Cc1oc2cc(OC(C)C(=O)O)ccc2c(=O)c1Oc1ccccc1 (centres undefined)	1	-3%	2%	6
CN(C)/C=C(\C#N)C(=O)c1cccnc1Oc1cccc(F)c1	3	5%	0%	-11
Cc1c(Cl)cccc1NC(CC(=O)c1ccccc1)C(=O)O (centres undefined)	x	-1%	x	-83*
O=C(COC(=O)c1ccncc1)Nc1cc(Cl)ccc1Cl	-2	-6%	8%	1

Carrying on:
Structure	IMPase inh	ALOX12 inhib	15-hLO-2 inh	PNC assembly inh
CCOC(=O)N1CCN(C(=O)C2CCN(c3ncnc4c3sc3cccc(F)c34)CC2)CC1	9	8%	11%	84
Cc1c(O)c(CN2CCCCC2)cc2c1oc(=O)c1ccccc12	4	-1%	11%	61
C=CCn1c(SCC(=O)Nc2cc(NC(C)=O)ccc2OC)nnc1-c1cccnc1	-11	-4%	3%	u
CCN(CC)S(=O)(=O)c1ccc2[nH]cc(C(=O)NCCN3CCCCC3C)c(=O)c2c1 (centres undefined)	14	2%	5%	-22
CC(=O)NCC(=O)OCC(=O)c1ccc2ccccc2c1	-2	-5%	10%	-16
N#Cc1ccc(COC(=O)c2ccc3c(=O)[nH]c(CN4CCOCC4)nc3c2)cc1	-1	-4%	3%	6
COC(=O)c1ccccc1NC(=O)CN1CCC(NC(=O)c2ccccc2C)CC1	9	-4%	7%	-3
Cc1cc(=O)[nH]c(SCc2nc3ncccn3c2Br)n1	-15	-2%	-3%	-16
N#Cc1c(-c2ccco2)cc(C2CC2)nc1SCC(=O)c1ccccc1	4	-7%	-11%	-21
CCCS(=O)(=O)c1c(S(=O)(=O)CCC)c2c3ccccc3ccn2c1C(=O)OC	6	-3%	x	-105*

Assay outcomes from PubChem BioAssay.
